Compound activity deposited in PubChem by Broad Institute.
LGR2 inh: inhibitors of bursicon-induced LGR2 CRE-luciferase signal, primary screen, cell-based, HEK293, CRE-luciferase reporter, bursicon stimulation; Drosophila bursicon receptor LGR2 (rickets); actives 0.35% (n = 380,000); bursicon-stimulated, 4 h; inhibition, % at 9.99 µM; AID 720647, 2013;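 active means drop in luminescence signal, shown as inhibition above about 50% in the replicate tests, limit read from the data, passing the limit was not always enough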;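 further: agonist challenge used bursicon conditioned medium at about half maximal strength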
Casp6 inh: human caspase-6 inhibitors, primary screen, biochemical, VEID-R110 fluorescence, single point, set 2 | P55212 | purified caspase-6, Z-VEID-R110 cleavage fluorescence | inhibition, % at 12.5 µM | actives 0.53% (n = 350,000);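 active means mean inhibition across replicates at least about 35%, with every replicate also reaching that limit, limit read from the data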;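 further: 0% = median of neutral control wells and 100% = no fluorescence left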
Target sequence (P55212 24-179 limits assumed): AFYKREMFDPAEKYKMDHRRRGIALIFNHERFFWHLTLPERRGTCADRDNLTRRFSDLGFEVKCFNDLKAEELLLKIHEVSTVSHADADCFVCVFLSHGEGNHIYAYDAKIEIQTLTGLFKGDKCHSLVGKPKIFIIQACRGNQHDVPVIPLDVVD
Target sequence (P55212 194-293 limits assumed): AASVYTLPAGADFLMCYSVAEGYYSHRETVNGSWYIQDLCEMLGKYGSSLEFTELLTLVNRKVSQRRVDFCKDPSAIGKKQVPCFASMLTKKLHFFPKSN
PGC1a acetyl inh: inhibitors of PGC1a acetylation signal, primary screen, cell-based, U2OS, AlphaScreen, inhibitor mode. AlphaScreen anti-acetyl-lysine; with virally co-expressed GCN5 acetyltransferase. AID 651687, 2012. actives 0.17% (n = 350,000). inhibition, % at 15.6 µM;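 active means every replicate shows inhibition of at least 40%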;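 further: 0% = neutral control wells and 100% = positive control wells; some results beyond the cut were filed as inactive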
Cneo AK release: Cryptococcus neoformans cell lysis inducers, primary screen, AK release luminescence, single concentration; C. neoformans lysis, adenylate kinase release luminescence, 4 h; normalised: neutral wells 0, clomiphene wells 100; lysis activity, % at 15 µM; actives 0.2% (n = 360,000); AID 651654, 2012;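 active means mean lysis activity across replicates of at least 80%, whatever share of replicates individually reach that level; inactive means mean lysis activity below 80%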
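Assay system: C. neoformans cells. Amount: yeast cell density of 5 × 10^6 cells/mL. Technique: AK luminescence. Buffer or medium: YPD. Times: static 4 h at 37 °C with compound, 1 h detection. Dosing: single-point compound dose. Read-out: lysis from increased AK signal.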
PAX8 inh HTS: inhibitors of PAX8-driven TPO luciferase reporter, primary screen, RMG-I cells, single concentration. SteadyGlo, 24 h. inhibition, % at 12.6 µM. actives 1.2% (n = 360,000);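 active means mean replicate inhibition at least 60% with every replicate also reaching 60%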;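 further: luciferase light reporting Pax8 driven TPO promoter activity; plate controls were median of neutral control wells for no effect and mitoxantrone controls for full effect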
FN deposition inh: inhibitors of fibronectin matrix deposition, primary screen, AH1F cells, Alexa488-fibronectin fluorescence, plate reader. AID 743247, 2014. actives 0.086% (n = 350,000). AH1F fibroblasts, overnight. inhibition, % at 12.6 µM;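 active means mean inhibition across replicates of 30% or more, regardless of how many single replicates reach that level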;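 further: positive control wells lacked labelled fibronectin entirely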
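Assay system: AH1F fibroblast monolayer, labelled fibronectin deposition. Amount: 10000 cells per well. Also added: labelled fibronectin 24 nM. Compound: single-point pinned compound. Incubation: cell attachment 1 h, compound and FN exposure overnight. Detection: fluorescence after three HBSS washes, excitation 485 nm, emission 525 nm. Read-out: inhibition of fibronectin deposition signal.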
EWS-Fli inh: EWS/Fli-driven NR0B1 reporter inhibitors, primary screen, A673 cells, NR0B1 luciferase, luminescence, MLPCN library. viability-normalised. inhibition, % at 12.6 µM. actives 0.67% (n = 350,000). AID 651661, 2012;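 active means mean inhibition of at least 50% after viability correction, with every replicate also passing that limit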;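 further: firefly luciferase signal divided by Alamar Blue viability fluorescence both relative to DMSO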
miR122 inh: miR-122 Renilla sensor signal increase in Huh7, primary screen, miR-122 inhibitor project, cell-based, single point, plate reader. Huh7 miR-122 Renilla luciferase sensor, 48 h; neutral wells = 0, positive control = 100. activation (reporter increase), % at 12.5 µM. actives 0.3% (n = 340,000). AID 602342, 2012;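 active means mean replicate activation score at least 90 and every replicate individually at or above 90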;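 further: higher luciferase means less miR-122 activity so hits act as miR-122 inhibitors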
Active calls of the source: *; . = not tested or not shown; [ ] = remark or other dose.

mol	LGR2 inh	Casp6 inh	PGC1a acetyl inh	Cneo AK release	PAX8 inh HTS	FN deposition inh	EWS-Fli inh	miR122 inh
Cc1ccc(-c2nnc(Nc3ccc(CC(N)=O)cc3)c3ccccc23)cc1S(=O)(=O)NCC1CCCO1 (configuration not stated)	-16	19	-26	.	1	-10	-7	.
COc1ccc(NC(=O)Nc2ccc(Br)c(C)c2)cc1	-1	-2	.	-2	-93	-2	-76	.
Cc1ccc(S(=O)(=O)C2CCCCC2=O)cc1 (configuration not stated)	7	1	.	.	-17	1	1	.
Cc1ccnc(NC(=O)CCCNC(=O)c2ccc(Cl)cc2)c1	-54	-3	.	.	-138	-12	-57	.
Cc1ccc(NC(=O)CSC2=C(C#N)C(c3ccc4c(c3)OCO4)CC(=O)N2)cc1C (configuration not stated)	-11	4	-32	0	.	.	2	3
COC(=O)c1nnn(CC(=O)NC(=O)Nc2cccc(Cl)c2C)c1C(=O)OC	-8	4	0	.	-4	1	-6	-2
CC(=O)n1cc([C@@H]2C=C(C(=O)N3CCN(Cc4ccc5c(c4)OCO5)CC3)O[C@H](OCCCCO)C2)c2ccccc21	-4	-1	-2	0	22	-9	11	-7
C[C@H](CO)N1C[C@H](C)[C@H](CN(C)C(=O)Nc2ccc3c(c2)OCO3)Oc2ccc(NC(=O)Nc3ccccc3)cc2C1=O	19	.	4	.	.	.	-5	1[16.7 µM]
COC(=O)c1cc(C#N)c(N2CC(C)OC(C)C2)nc1C (configuration not stated)	6	-4	-9	-3	1	-3	-2	5
CSc1ccccc1-n1nnnc1SCc1ccccc1	6	1	-18	-3	.	-3	.	58
CO[C@H]1CN(C)C(=O)c2ccc(NC(=O)c3ccccc3F)cc2OC[C@@H](C)N(C)C[C@@H]1C	13	.	5	-2	-8	0	-5	-14[16.7 µM]
Cc1cc(C(=O)COC(=O)c2ccc(O)cc2)c(C)n1Cc1ccco1	.	0	.	-2	-145	-4	-65	-4
Cc1cccc(N2CN(S(=O)(=O)c3cccc([N+](=O)[O-])c3)c3nc4ccccc4nc32)c1	-9	-3	-6	0	33	-8	-4	8
Cc1ccccc1C(=O)N1CCC2CC1c1cc(Cl)ccc12 (configuration not stated)	-28	-1	-9	2	-6	-2	8	15
CNS(=O)(=O)c1cccc(C(=O)NC2CCCc3ccccc32)c1 (configuration not stated)	-16	5	.	0	31	0	0	15
CNC[C@H]1Oc2cc(-c3ccncc3)ccc2S(=O)(=O)N([C@@H](C)CO)C[C@H]1C	-10	-4	6	1	.	-14	-9	1[16.7 µM]
COc1ccc(NC(=O)CS(=O)(=O)c2ccc(F)cc2)cc1	-4	-3	.	1	-4	1	-19	2
N#Cc1nc(-c2ccc(F)cc2)oc1N1CCN(C(=O)c2ccco2)CC1	-8	-2	.	4	0	.	4	.
CC(C(=O)N(C)C)N(C#N)c1nc(N(C)C)nc(N(C)C)n1 (configuration not stated)	17	.	7	2	.	.	.	5
COCC(=O)N1CCC2(CC1)CN(C(=O)NC1CCCC1)[C@@H](CO)c1c2c2ccc(OC)cc2n1C	-4	0	11	.	68*	.	12	.
Clc1ccc(-c2cnc3n2CCC3)cc1	.	.	11	0	.	4	.	-2
COc1cccc(N2CCN(C(=O)c3ccc(CS(=O)Cc4ccccc4Cl)o3)CC2)c1 (configuration not stated)	4	-1	-3	-2	25	-7	.	5
C[C@@H]1CN([C@H](C)CO)C(=O)c2cccc(NC(=O)NC3CCCCC3)c2O[C@H]1CN(C)C	21	-1	8	5	1	.	-2	-1[16.7 µM]
Cc1nc(C(=O)N2CCCC(C(=O)c3cccc(OC(C)C)c3)C2)cs1 (configuration not stated)	-1	-1	-5	-2	3	-1	.	-4
CN1CCC(N(C)C(=O)CNC(=O)c2ccc(C(C)(C)C)cc2)CC1	2	.	10	-3	5	-1	-4	1
Cc1ccc(N=C2NC(=O)/C(=C\c3ccsc3)S2)c(C)c1	.	-1	2	-3	-8	1	13	-4
Cc1ccc(CNC(=O)C(C(=O)NCc2ccc(C)o2)c2ncc(C(F)(F)F)cc2Cl)o1	11	-4	4	.	5	-3	-1	.
COc1ccc(OC)c(C2=NOC(C(=O)Nc3cccc(C(C)=O)c3)C2)c1 (configuration not stated)	-18	.	7	1	.	-1	.	1
Cc1cccc(S(=O)(=O)N(C)C[C@@H]2OCc3cnnn3CCCC(=O)N([C@@H](C)CO)C[C@H]2C)c1	-9	0	6	1	-7	-2	1	-5[16.7 µM]
CCCC#Cc1ccc([C@H]2[C@@H](CO)N3CCCCN(S(=O)(=O)Cc4ccccc4)C[C@@H]23)cc1	5	-4	5	6	-21	.	-12	-9[16.7 µM]
Cc1ccccc1NCC(=O)Nc1cc(S(=O)(=O)N2CCCCC2)ccc1C	-6	-2	1	0	-13	-2	2	5
CCCNC(=O)C[C@@H]1CC[C@H]2[C@@H](COc3ccc(NC(=O)NC(C)C)cc3C(=O)N2C)O1	9	-1	3	-1	-12	-8	5	26[16.7 µM]
CC1(C)NC(=O)N(CC(=O)Nc2ccc(-c3ccccc3)cc2)C1=O	-6	0	17	3	-14	.	0	-2
CCCCn1c(N)c(N(CCC(C)C)C(=O)C2CCCN(C(=O)c3ccc(Cl)cc3)C2)c(=O)[nH]c1=O (configuration not stated)	10	-2	.	.	-8	-10	7	.
O=C(C1CCOCC1)N1[C@H](CO)[C@@H](c2ccccc2)C12CN(CCC(F)(F)F)C2	9	-1	-1	.	.	-3	-1	.
CCOC(=O)c1ccc(C(=O)NNC(=O)C2C3C=CC(C3)C2C(=O)O)cc1 (configuration not stated)	4	-1	.	-1	-8	.	.	.
Cc1noc(NS(=O)(=O)c2ccc(NC(=O)c3nn(-c4ccccc4)ccc3=O)cc2)c1C	-12	1	51	-2	-4	1	5	0
COc1ccccc1CCC(=O)OCC(=O)Nc1cc(C)nn1-c1ccccc1	3	1	10	0	14	-6	-1	.
COCCN(C(=O)COC(=O)c1c(C)nn(-c2ccccc2)c1C)c1c(N)n(Cc2ccccc2)c(=O)[nH]c1=O	-25	0	-5	14	-5	0	0	-2
O=C([C@@H]1[C@@H](CO)[C@@H]2Cn3c(cccc3=O)[C@@H]2N1CC1CC1)N1CCc2ccccc2C1	3	0	.	3	.	.	4	6[16.7 µM]
Cc1ccc(S(=O)(=O)N(C)C[C@H]2OCCCC[C@H](C)Oc3ccc(N(C)C)cc3C(=O)N([C@H](C)CO)C[C@H]2C)cc1	-3	0	-6	-2	20	-5	-10	0[16.7 µM]
O=Cc1ccccc1OCCCOc1cccc2cccnc12	-32	1	-7	-1	-42	2	-33	9
CC(=O)N1[C@H](CN(C)C(=O)c2ccccc2F)[C@@H](c2ccccc2)[C@@H]1CO	-21	-2	-5	-4	-52	8	-4	7[16.7 µM]
CCN(CC)CCNC(=O)c1cc2c(s1)-c1ccccc1SC2	2	-11	-1	9	15	2	6	-22
C[C@@H]1CCCCO[C@@H](CN(C)S(=O)(=O)c2ccccc2)[C@H](C)CN([C@H](C)CO)C(=O)c2cc(NS(C)(=O)=O)ccc2O1	18	-1	12	-1	-10	.	4	-3[16.7 µM]
COC(=O)c1cc(NC(=O)Cc2coc3cc(OC)ccc23)cc(C(=O)OC)c1	.	.	-11	-2	3	-1	.	-2
CC1CCc2c(sc(NC(=O)CSc3ncnc4c3cnn4-c3ccccc3Cl)c2C#N)C1 (configuration not stated)	.	.	2	-1	5	-3	.	-2
C[C@H]1CN([C@@H](C)CO)C(=O)Cc2cc(NC(=O)C3CC3)ccc2O[C@H]1CN(C)CC1CC1	-8	.	.	-3	-7	.	-2	5[16.7 µM]
CN(C)S(=O)(=O)c1cccc(NC(=O)c2cc3c(=O)n4ccccc4nc3s2)c1	3	2	.	.	-9	-1	-2	-5
Cc1cccc(NC(=O)c2ccc([N+](=O)[O-])o2)c1	10	0	-149	-5	86*	-4	24	16
CC(=O)N1c2ccc(S(=O)(=O)NCCC(=O)Nc3ccc(C)cn3)cc2CC1C (configuration not stated)	0	-2	-1	-1	8	7	.	-6
CCOc1ccc2nc(SC3CC(=O)N(c4ccc(OC)cc4OC)C3=O)sc2c1 (configuration not stated)	-32	-1	.	.	-45	-1	-8	.
CCC(=O)N(C)CCc1cc2c(c(OC)c1/C=N/NS(=O)(=O)c1ccc(C)cc1)OCO2	-41	-2	5	0	0	8	4	-2
COc1ccc(NCc2ccsc2)cc1	-26	-3	.	-2	-16	-2	-37	1
Cc1cc2ncn(CCOc3ccccc3C#N)c2cc1C	-24	.	-10	4	.	.	.	-1
COc1ccc(S(=O)(=O)NC2CCCCC2)cc1C	2	.	-12	-1	.	.	14	137*
COc1ccc(NC(=O)N(C)C[C@@H]2OCCCC[C@@H](C)Oc3ccc(N(C)C)cc3C(=O)N([C@H](C)CO)C[C@@H]2C)cc1	7	0	2	1	0	.	-1	3[16.7 µM]
CCn1c(C)nc([N+](=O)[O-])c1C(=O)O	-15	1	5	-1	17	-2	3	-3
C[C@@H]1CN([C@@H](C)CO)C(=O)c2cc(NC(=O)c3ccncc3)ccc2O[C@@H](C)CCCCO[C@H]1CN(C)C(=O)c1ccccc1	1	1	8	0	6	.	0	-9[16.7 µM]
Cc1ccccc1C(=O)OC(C)CN1CCOCC1 (configuration not stated)	-17	.	4	0	-19	-3	1	-9
O=C(NCCN1CCOCC1)[C@]1(CCS(=O)(=O)c2ccccc2)N=C(c2ccc(OCCCO)cc2)O[C@@H]1c1ccccc1	.	2	.	1	-21	.	-8	.
Cc1ccc(NC(=O)CC2S/C(=N/N=C3/NC(=O)CS3)NC2=O)cc1 (configuration not stated)	14	-1	0	.	7	-3	-9	.
CCOc1ccc(-n2nc3ccc(NC(=O)CC)cc3n2)cc1	.	-2	4	-2	0	-14	-61	0

Full records as entered above. Order of screens: LGR2 inh	Casp6 inh	PGC1a acetyl inh	Cneo AK release	PAX8 inh HTS	FN deposition inh	EWS-Fli inh	miR122 inh
CCOC(=O)c1ccc(C(=O)NNC(=O)C2C3C=CC(C3)C2C(=O)O)cc1 (configuration not stated) is listed with 4	-1	.	-1	-8	.	.	.
Cc1cccc(NC(=O)c2ccc([N+](=O)[O-])o2)c1 is listed with 10	0	-149	-5	86*	-4	24	16
COc1ccccc1CCC(=O)OCC(=O)Nc1cc(C)nn1-c1ccccc1 is listed with 3	1	10	0	14	-6	-1	.
COc1ccc(NCc2ccsc2)cc1 is listed with -26	-3	.	-2	-16	-2	-37	1
